Assay outcomes (PubChem)
CXCR6 inh = CXCR6 receptor inhibitors, primary screen, cell-based, beta-arrestin, luminescence, CHO-K1 PathHunter, 1536-well | C-X-C chemokine receptor type 6 (Homo sapiens), O00574 | inhibition, % at 20 µM | 360,000 compounds, 0.36% hits | AID 602244, 2012; in the data active means inhibition above about 34%, passing the limit was not always enough;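 further: antagonist mode with CXCL16 agonist at 10 nM final; 0% = 10 nM CXCL16 with DMSO and 100% = unstimulated wells without agonist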
EBI2 block = EBI2 receptor antagonists, beta-arrestin recruitment, primary screen, cell-based, luminescence, 7a,25-OHC stimulation, uHTS. G-protein coupled receptor 183 (Homo sapiens), P32249. 7a,25-OHC stimulated. inhibition, % at 5 µM. 360,000 compounds, 0.81% hits; in the data active means inhibition above about 38%;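 further: enzyme fragment complementation signal reports receptor beta-arrestin coupling in cells; 0% = agonist plus DMSO wells and 100% = wells without agonist; some results beyond the cut were filed as inactive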
Target sequence (P32249 whole entry, looked up, the tested form may be a part): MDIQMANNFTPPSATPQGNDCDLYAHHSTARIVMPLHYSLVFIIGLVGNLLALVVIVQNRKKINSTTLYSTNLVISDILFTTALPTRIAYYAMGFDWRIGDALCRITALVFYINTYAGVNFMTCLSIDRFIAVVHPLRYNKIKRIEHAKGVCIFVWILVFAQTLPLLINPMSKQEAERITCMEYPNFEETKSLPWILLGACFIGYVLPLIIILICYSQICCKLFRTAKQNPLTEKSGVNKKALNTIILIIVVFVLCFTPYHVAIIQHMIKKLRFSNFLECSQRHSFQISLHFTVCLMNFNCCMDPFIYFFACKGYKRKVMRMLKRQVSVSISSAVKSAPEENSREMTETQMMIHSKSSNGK
Jurkat NFkB inh = inhibitors of induced NF-kB luciferase reporter, primary screen, TCR NF-kB activation inhibitor project, cell-based, luminescence, uHTS; 330,000 compounds, 0.53% hits; inhibition, % at 4 µM; Jurkat, PMA/ionomycin-induced NF-kB luciferase reporter; in the data active means inhibition above about 50%
CHOP UPR activ = activators of apoptotic CHOP UPR arm, primary screen, cell-based, CHO-CHOP luciferase reporter, luminescence, uHTS; UPR activation; percent of tunicamycin response over DMSO baseline; activation, % at 10 µM; 330,000 compounds, 0.34% hits; AID 449763, 2010;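 active means at 10 µM dose, activation of 40% or more, normalized to positive control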;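 further: 100% = tunicamycin at 10 µg/mL and 0% = DMSO alone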
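Test system: CHO CHOP reporter cells. Input: 500 CHO-CHOP cells per well. Medium: F12 with 10% FBS. Technique: luciferase luminescence. Measure: percent activation relative to tunicamycin control. Dosing: 10 µM compound, 0.5% DMSO. Timing: 16-18 h cell attachment, then 6 h compound exposure, 37 °C.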
Gli-Sufu antag = Gli-Sufu pathway antagonists, primary screen, luciferase luminescence, Sufu-KO-LIGHT cells, uHTS; Sufu-KO-LIGHT fibroblasts, Gli luciferase reporter luminescence; inhibition, % at 5 µM; 340,000 compounds, 0.74% hits; AID 588413, 2011;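 active means inhibition above about 55%, limit read from the data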;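 further: 0% = DMSO-treated cells and 100% = wells with medium but no cells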
CCR6 antag = CCR6 receptor antagonists, primary screen, cell-based, CHO-K1, luminescence, beta-arrestin, uHTS. C-C chemokine receptor type 6 (Homo sapiens), P51684. CHO-K1 CCR6 PathHunter beta-arrestin, CCL20-stimulated. inhibition, % at 20 µM. 340,000 compounds, 0.49% hits. AID 493098, 2011;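 active means compounds whose inhibition of the agonist-driven luminescence signal at 20 µM reaches about 50%, limit read from the data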;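 further: cells stimulated with CCL20 at 14 nM final; plate controls were DMSO with CCL20 for no effect and DMSO without agonist for full effect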
Target sequence (P51684 whole entry, looked up): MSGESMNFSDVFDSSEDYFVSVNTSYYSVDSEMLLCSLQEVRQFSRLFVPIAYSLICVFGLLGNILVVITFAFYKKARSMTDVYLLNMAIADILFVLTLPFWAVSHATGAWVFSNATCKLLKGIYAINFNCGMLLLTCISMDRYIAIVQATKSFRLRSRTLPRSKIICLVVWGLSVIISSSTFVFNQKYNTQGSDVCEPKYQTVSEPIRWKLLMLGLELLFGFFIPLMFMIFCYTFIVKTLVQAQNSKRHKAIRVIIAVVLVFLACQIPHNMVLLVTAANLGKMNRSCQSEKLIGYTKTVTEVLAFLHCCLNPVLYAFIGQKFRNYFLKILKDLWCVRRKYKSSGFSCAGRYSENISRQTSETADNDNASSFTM
697 NFkB inh = inhibitors of PMA/ionomycin-induced NF-kB reporter, 697 cells, primary screen, B-cell NF-kB inhibitor project, cell-based, luminescence, uHTS. 330,000 compounds, 0.33% hits. inhibition, % at 4 µM. AID 435022, 2010. 697 B-cell NF-kB luciferase reporter, 16 h; in the data active means inhibition above about 35%
UPR XBP1 act = activators of adaptive XBP1 UPR arm, primary screen, cell-based, CHO-XBP1 luciferase reporter, luminescence, uHTS; 330,000 compounds, 0.33% hits; IRE1-XBP1 UPR activation; percent of tunicamycin response, DMSO as zero; activation, % at 20 µM;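 active means versus positive control, 20 µM dose yields 30% or more activation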;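 further: 100% = tunicamycin at 10 µg/mL and 0% = DMSO only wells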
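Assay system: CHO-XBP1 luciferase reporter cells; Schedule: 6 h treatment, 37 °C; Detection: glow luminescence from Steady-Glo reagent; Benchmarks: high control tunicamycin 10 µg/mL final, low control DMSO vehicle only.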
Mdm2-MdmX inh = inhibitors of human Mdm2-MdmX association, primary screen, cell-based, luminescence, split luciferase, SaOS-2, uHTS; inhibition, % at 8 µM; 330,000 compounds, 3% hits; Protein Mdm4 (Homo sapiens) + E3 ubiquitin-protein ligase Mdm2 (Homo sapiens), …; SaOS-2 split-luciferase Mdm2/MdmX complementation;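 active means inhibition of at least 50% at 8 µM in the primary screen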
An asterisk follows results filed as active; / = not tested or not shown.

SMILES	CXCR6 inh	EBI2 block	Jurkat NFkB inh	CHOP UPR activ	Gli-Sufu antag	CCR6 antag	697 NFkB inh	UPR XBP1 act	Mdm2-MdmX inh
O=C(NCC1COc2ccccc2O1)c1ccc(NC(=O)C(c2ccccc2)c2ccccc2)cc1 (configuration not stated)	11	15	-5	2.2	10	16	-24	-1	63*
CNc1nc(SC)nc(N2CCOCC2)n1	5	-1	-10	-0.7	-15	5	26	-3	16
O=C(N[C@@H](Cc1ccccc1)C(=O)OCc1ccccc1)c1nc[nH]c1C(=O)N1CCNCC1	-4	-9	-2	4.2	-1	0	12	2	-15
N#C/C(=C\Nc1ccccn1)S(=O)(=O)c1ccc(Cl)cc1	-1	5	8	-0.4	46	-7	13	1	7
CCCOc1ccc(C2c3c(oc4cc(C)c(C)cc4c3=O)C(=O)N2CCCN(C)C)cc1OCC (configuration not stated)	8	-4	-9	-1.7	-7	-12	-8	2	-20
COc1ccccc1CNC(=O)C12CC3CC(CC(C3)C1)C2	-3	2	-15	0.2	-7	2	-9	-2	10
NS(=O)(=O)c1ccc(CCNC(=O)CCNC(=O)c2ccco2)cc1	2	5	-12	2.8	-10	6	8	-1	-15
NS(=O)(=O)c1ccc(CCNC(=O)c2ccc(Cl)c(S(=O)(=O)N3CCCCC3)c2)cc1	2	11	2	1.2	1	15	-1	-2	19
O=C(O)C1CC=CCC1C(=O)Nc1ccc2c(c1)OCCO2 (configuration not stated)	-2	-1	13	-3.0	9	-3	-23	-2	10
O=C(/C=C/NNC(=O)c1ccccc1)c1ccc(Br)cc1	22	10	-8	2.2	-4	36	-43	2	25
CC(=O)Nc1ccc(/C=N/N2C(C)CCCC2C)cc1 (configuration not stated)	-5	3	-1	0.0	-6	-7	-9	-2	-28
CC1CN(C(=O)C2(C)CC2(Br)Br)CC(C)O1 (configuration not stated)	1	-15	5	1.2	-7	-21	4	-2	18
COc1ccccc1Nc1nc(N)nc(CN2CCCCCC2)n1	-6	0	-2	-1.1	4	4	12	-2	3
CCOc1ccc(OCC(=O)NCCc2nc3ccccc3[nH]2)cc1	1	7	2	1.8	0	18	5	-2	8
CCOc1ccc(C(=O)c2cc([N+](=O)[O-])ccc2N2CCOCC2)cc1	3	-9	/	/	53	8	/	/	/
COc1ccc(CCNC(=O)C(Sc2ccccn2)c2ccccc2)cc1OC (configuration not stated)	0	1	8	-0.1	0	7	-4	-4	18
O=C(NCc1ccco1)/C(=C\c1cccs1)NC(=O)c1ccsc1	-3	-9	-8	-0.5	-13	11	3	0	-17
COc1ccc(C(=O)NCCOC(C)C)cc1OC1CCN(C(C)=O)CC1	6	-8	3	-1.5	-2	-5	10	15	-7
CC(=O)c1ccccc1NC(=O)CSc1nnc(Cc2csc(C)n2)o1	-2	2	-3	0.1	-4	0	1	1	-1
CCCC(=O)c1ccc(-c2ccccc2)cc1	-5	-7	-18	6.3	-11	-7	-21	4	7
COC(C(=O)Nc1ccnn1C1CCN(Cc2ccc(C)s2)CC1)c1ccccc1 (configuration not stated)	-13	10	7	2.4	18	-4	-27	-4	5
Cc1cc(NS(=O)(=O)c2ccc(NC(=S)NC(=O)c3ccc(F)cc3)cc2)no1	14	-9	8	3.0	1	22	-42	0	-8
Cc1ccc(C(=O)OCC(=O)N(CC(C)C)c2c(N)n(Cc3ccccc3)c(=O)[nH]c2=O)s1	8	5	4	1.0	-2	-3	23	2	17
O=C(NCCCOc1ccc([N+](=O)[O-])cc1Cl)OCc1ccccc1	1	9	/	/	-16	16	/	/	/
CCNC1(C(N)=O)CCN(Cc2ccccc2)CC1	1	-4	/	/	1	4	/	/	/
O=C(CCN1CCC(c2ccccc2)C1)c1cccs1 (configuration not stated)	0	-1	6	2.2	4	31	17	-1	7
Cc1ccc(S(=O)(=O)Nc2ccc(-c3nnc(SCc4ccccc4Cl)o3)cc2)cc1	-3	6	13	0.8	3	8	10	-5	24
CN(C)S(=O)(=O)c1ccc(C(=O)NCc2nnc(SCC(=O)c3ccccc3)o2)cc1	-8	9	3	-0.7	-4	16	-16	-5	21
COC(=O)c1ccccc1S(=O)(=O)N1CCC(C(=O)Nc2ccccc2N2CCOCC2)CC1	6	1	/	/	11	3	/	/	/
COc1cc(-c2nc3n(n2)C(c2ccncc2)C2=C(CCCC2=O)N3)cc(OC)c1OC (configuration not stated)	1	3	12	1.4	3	11	10	1	4
CCC(=O)Nc1cccc(NC(=O)c2ccc(C)cc2Cl)c1	-4	3	-17	2.5	-21	-1	16	1	-18
COc1ccc(NC(=O)C2CCCCN2N)cc1OCC(C)C (configuration not stated)	6	2	0	-0.2	0	-6	15	-3	-1
Cc1cc(=O)n(CCCc2ccccc2)[nH]1	-4	-15	3	-1.4	-19	8	13	1	10
COc1cc(CCC(=O)OCC(=O)NCC2CCCCC2)cc(OC)c1OC	3	-1	-7	0.3	-26	4	17	-1	2
O=C(CC(c1cccs1)S(=O)(=O)c1ccccc1)c1ccc(F)cc1 (configuration not stated)	-3	-5	5	2.2	-8	12	7	2	7
O=C(Cn1cc([N+](=O)[O-])cn1)Nc1cccnc1	-9	-3	-2	-1.4	1	2	-8	0	10
COc1ccc(OC)c(NC(=O)CSc2nnc3ccc(-c4ccncc4)nn23)c1	6	-12	-14	0.4	-12	3	15	-3	-7
COc1ccc(N2CCN(C(=O)CSc3nnc4ncccn34)CC2)cc1	0	-4	9	-1.3	4	-5	22	-2	16
CCOc1ccc(S(=O)(=O)NC2CC2)cc1	1	5	10	0.2	2	3	17	-1	24
Cc1ccc(OCC(=O)Nc2cc(-c3nn4c(C)nnc4s3)ccc2C)cc1	2	-4	20	4.3	-7	10	-2	-1	8
O=C(Nc1ccccc1[N+](=O)[O-])C1(c2ccccc2)CCOCC1	0	2	6	0.3	5	11	-1	-2	2
Cc1cc(CNC(=O)COC(=O)Cn2[nH]c(=O)c3ccccc3c2=O)cc(C)c1O	-2	0	-1	-1.3	-13	11	0	-1	16
COC(=O)c1ccc(NC(=O)Cc2ccc(C)cc2)cc1	-1	5	-9	-0.8	-12	-4	-23	0	-29
CCc1ccc(-c2nc(SCC(=O)c3c(N)n(C)c(=O)n(C)c3=O)n[nH]2)cc1	2	-5	-16	-1.0	-7	-3	-11	-4	4
COc1cc(Cl)c(NC2=CC(=O)C(=O)c3ccccc32)c(OC)c1	17	-3	32	51*	6	36	-35	13	53*
COC(=O)Cc1ccc(NC(=S)N2CCCCC2C)cc1 (configuration not stated)	-3	-3	8	1.9	-20	11	12	3	13
CC(/C=N/Nc1nc(C)cc(C)n1)=C\c1ccc(C(C)C)cc1	-1	0	-16	4.1	-9	10	-40	2	16
COc1cc2cc(C(=O)N/N=C/c3ccccc3Cl)[nH]c2cc1OC	7	-5	23	0.7	26	8	22	9	29
COC(=O)c1cc(OC)c(OC)cc1N1C(=O)CCCC1=O	-3	9	7	0.6	-19	-4	14	5	12
Cc1ccc(-c2cn(S(=O)(=O)c3cccc4nsnc34)nc2N)cc1	14	0	-9	1.4	-10	8	-11	1	19
O=C(NCC(=O)N(c1ccccc1)C(C(=O)NC1CCCC1)c1ccncc1)c1ccco1 (configuration not stated)	3	-30	-2	-1.7	-7	-1	15	1	-4
O=C(OCC(O)CO)c1ccccc1Nc1ccnc2cc(Cl)ccc12 (configuration not stated)	-2	25	-4	-0.1	5	6	41*	-3	31
Cc1ccc(SCCC(=O)Nc2ccc(OCc3ccccc3)cc2)cc1	-7	-3	-3	-0.3	-17	8	-28	0	33
CCN(CC)CCCNC(=O)c1cn(C)c2ccc(S(=O)(=O)N(C)C3CCCCC3)cc2c1=O	-1	-16	-15	0.8	3	12	-18	-5	-7
COc1ccc(/C=C(\NC(=O)c2ccccc2)C(=O)NCC2CCCO2)cc1 (configuration not stated)	5	8	-9	0.9	-5	11	-14	4	12

Quoted from the listing for reference:
SMILES	CXCR6 inh	EBI2 block	Jurkat NFkB inh	CHOP UPR activ	Gli-Sufu antag	CCR6 antag	697 NFkB inh	UPR XBP1 act	Mdm2-MdmX inh
CC(=O)c1ccccc1NC(=O)CSc1nnc(Cc2csc(C)n2)o1	-2	2	-3	0.1	-4	0	1	1	-1
CCCC(=O)c1ccc(-c2ccccc2)cc1	-5	-7	-18	6.3	-11	-7	-21	4	7
COC(C(=O)Nc1ccnn1C1CCN(Cc2ccc(C)s2)CC1)c1ccccc1 (configuration not stated)	-13	10	7	2.4	18	-4	-27	-4	5
Cc1cc(NS(=O)(=O)c2ccc(NC(=S)NC(=O)c3ccc(F)cc3)cc2)no1	14	-9	8	3.0	1	22	-42	0	-8
Cc1ccc(C(=O)OCC(=O)N(CC(C)C)c2c(N)n(Cc3ccccc3)c(=O)[nH]c2=O)s1	8	5	4	1.0	-2	-3	23	2	17
O=C(NCCCOc1ccc([N+](=O)[O-])cc1Cl)OCc1ccccc1	1	9	/	/	-16	16	/	/	/
CCNC1(C(N)=O)CCN(Cc2ccccc2)CC1	1	-4	/	/	1	4	/	/	/
O=C(CCN1CCC(c2ccccc2)C1)c1cccs1 (configuration not stated)	0	-1	6	2.2	4	31	17	-1	7
Cc1ccc(S(=O)(=O)Nc2ccc(-c3nnc(SCc4ccccc4Cl)o3)cc2)cc1	-3	6	13	0.8	3	8	10	-5	24
CN(C)S(=O)(=O)c1ccc(C(=O)NCc2nnc(SCC(=O)c3ccccc3)o2)cc1	-8	9	3	-0.7	-4	16	-16	-5	21
COC(=O)c1ccccc1S(=O)(=O)N1CCC(C(=O)Nc2ccccc2N2CCOCC2)CC1	6	1	/	/	11	3	/	/	/
COc1cc(-c2nc3n(n2)C(c2ccncc2)C2=C(CCCC2=O)N3)cc(OC)c1OC (configuration not stated)	1	3	12	1.4	3	11	10	1	4
CCC(=O)Nc1cccc(NC(=O)c2ccc(C)cc2Cl)c1	-4	3	-17	2.5	-21	-1	16	1	-18
COc1ccc(NC(=O)C2CCCCN2N)cc1OCC(C)C (configuration not stated)	6	2	0	-0.2	0	-6	15	-3	-1
Cc1cc(=O)n(CCCc2ccccc2)[nH]1	-4	-15	3	-1.4	-19	8	13	1	10
COc1cc(CCC(=O)OCC(=O)NCC2CCCCC2)cc(OC)c1OC	3	-1	-7	0.3	-26	4	17	-1	2
O=C(CC(c1cccs1)S(=O)(=O)c1ccccc1)c1ccc(F)cc1 (configuration not stated)	-3	-5	5	2.2	-8	12	7	2	7
